# Bioassay records as filed in PubChem BioAssay.
# NCI-60 one-dose screen, 48 h, at 10 µM unless noted. Numbers give growth in % (100 = growth as untreated, 0 = no growth, -100 = all killed).
# HL-60(TB) = HL-60(TB) leukemia cells | 9% of 78,000 active | AID 1794776; active means growth percent below 10
# The depositor's hits bear a star; & = joins results of further samples; [ ] = dose if it differs, or a comment.
SMILES | HL-60(TB)
C[C@H]1c2[nH]c3ccccc3c2C[C@@H]2C(=O)N(Cc3ccccc3)C(=S)N21 | 99
C(CCCCCCCCCCOC1CCCCC1)CCCCCCCCCOC1CCCCC1 | 121
COc1ccc(-c2nc(SCC(=O)c3ccc4ccccc4c3)[nH]c(=O)c2C#N)cc1 | 109
Cc1ccc(/C=N/Nc2nc(Nc3ccccc3)nc(-n3nc(C)cc3C)n2)cc1 | 53
CCNCCNc1cc(-c2ccc(C(F)(F)F)cc2)c(C#N)c2nc3cc(Cl)c(Cl)cc3n12 | -57*
CCCOc1ccc(/C=N/NC(N)=S)cc1 | 66
Cc1cc(N=C2NC(=O)/C(=C/c3cccs3)S2)no1 | 81
C/C(=N\NC(=O)CSc1nc(-c2cnccn2)cc(-c2cccs2)c1C#N)c1ccc(Cl)cc1 | 113
COc1ccc2cc(C(=O)c3cn(-c4ccc(C)cc4)nc3C(C)=O)ccc2c1 | 82
O=NN(C(=O)NCc1cccnc1)C1CCCCC1 | 111
COc1cccc(Oc2nc(Nc3ccc(N4CCOCC4)cc3)ncc2NC(=O)Nc2c(Cl)cccc2Cl)c1 | 70
COc1ccc(C(=S)N2CCN(c3ccc(Cl)cc3)CC2)cc1OC | 69
O=S(=O)(O)c1ccc2cc(O)c(S(=O)(=O)O)cc2c1 | 102
Cn1c(O)c(/C=C2\C=c3ccccc3=N\C2=N\c2nccs2)c(=O)n(C)c1=O | 106
Cc1cc(Cl)nc(Cl)n1 | 88
C[C@@H]1O[C@H](/C=C/c2ccccc2F)[C@@H](O)[C@H]1O | 90
CC(=O)Nc1ccc(NC(C)=O)c([N+](=O)[O-])c1 | 118
COc1cc(/C=C2\Cc3ccccc3C2=O)cc(OC)c1OC | 101
c1cc[n+](Cc2ccc3ccccc3n2)cc1 | 70
COc1ccc(/C(=C\c2ccccc2)C(=O)O)cc1OC | 112
O=c1[nH]c2c(cc1S(=O)(=O)c1ccccc1)CCc1c-2cnn1-c1ccccc1 | 98
CN1CCN(c2ccc(NC(=O)c3cncnc3Nc3ccc4c(ccn4Cc4ccccn4)c3)cc2)CC1 | 87
OC(CBr)c1cc(-c2ccc(Cl)cc2)nc2cc(Cl)ccc12 (configuration not stated) | 112
COc1ccc2c(c1)O/C(=C\c1cccc(OCC(=O)Nc3nc4c(s3)CCCC4)c1)C2=O | 27
CC1(C)CC(=O)C2=C(C1)N(c1ccc(OC(F)(F)F)cc1)C(N)=C(C#N)C2c1cc(Cl)ccc1Br (configuration not stated) | 99
COc1ccc2c(c1)c(C(=O)O)c(Cl)n2Cc1ccc(Cl)cc1 | 94
COc1ccc(C(=O)/C=C/c2c(C)nn(-c3ccccc3)c2/N=C/N(C)C)cc1 | 75
O=Nc1c(-c2c(O)[nH]c3ccc([N+](=O)[O-])cc23)[nH]c2ccc(O)cc12 | 3.7*
c1ccc(C2=Nn3c(nnc3-c3ccccc3)SC2)cc1 | 107
CC(=O)Oc1ccc(OCCCN(C)c2ccccc2)cc1 | 44
CC1(C)C2CCC(CCOC(=O)COc3cc(Cl)c(Cl)cc3Cl)C1C2 (configuration not stated) | 119
Cc1ccc(-c2nn(-c3ccccc3)cc2/C=C/C(=O)NNC(=O)Nc2ccc(F)cc2)cc1 | 103
Nc1cc(-c2c[nH]c3ccccc23)nc2cc(-c3c[nH]c4ccccc34)nn12 | 40
CCCCCCCC/C=C\CCCCCCCC(=O)Nc1ccccc1 | 89
c1ccc(-c2n[nH]c3c2[C@H](c2ccccc2)N(c2ccccc2)OC3)cc1 | 95
COc1cc2cc(Oc3ccc(NC(=O)c4cccc(C(F)(F)F)c4)cc3)c(C)nc2cc1OC | 28
CCC(C(=N)N)(c1ccccc1)N(C)C (configuration not stated) | 92
CCNCCNc1cc(C2CCCCC2)c(C#N)c2nc3ccccc3n12 | -62*
CCCCNC(=O)Cn1nc(C)c2c1CC(C)(C)CC2=O | 67
C[C@H]1[C@H](C)CC[C@]2(C(=O)NCCNCCN)CC[C@]3(C)C(=CC[C@@H]4[C@@]5(C)CCC(=O)C(C)(C)[C@@H]5CC[C@]43C)[C@H]12 | -59*
CCN(CC)S(=O)(=O)c1cccc(-c2ccc3c(NC(=O)C4CC4)n[nH]c3c2)c1 | 10[6.25 µM]
O=c1[nH]nc(-c2ccc(Br)cc2)c2sc3ncc(-c4ccc(Br)cc4)n3c12 | 102
CC1(C)[C@@H]2CC[C@@]1(C)/C(=N/O)C2 | 79
COc1ccc(S(=O)(=O)O)cc1NS(=O)(=O)c1ccc(C)cc1 | 89
CCOC(=O)C1=CC2C(=O)N(c3ccccc3)C(=S)N2C1=O (configuration not stated) | 103
COc1cc(C(=O)N2N=C(c3ccc(S(C)(=O)=O)cc3)CC2c2ccco2)cc(OC)c1OC (configuration not stated) | 90
COc1ccc(/C=C2\CN(C(=O)C(Cl)Cl)C/C(=C\c3ccc(OC)c(OC)c3)C2=O)cc1OC | -11*
C=C(C=O)[C@@H]1CC[C@]2(COC(C)=O)CC[C@]3(C)C(CC[C@@H]4[C@@]5(C)CC[C@H](OC(C)=O)C(C)(C)[C@@H]5CC[C@]43C)[C@@H]12 (some centres not stated) | -11*
Cc1ccc(Cc2c[nH]c(=S)[nH]c2=O)cc1 | 81
COc1ccc(C(=O)/C=C/c2cn(-c3ccccc3)nc2-c2ccc(Cl)cc2)cc1 | 71

# Part of the list above in order of heavy-atom count, descending.
SMILES | HL-60(TB)
C=C(C=O)[C@@H]1CC[C@]2(COC(C)=O)CC[C@]3(C)C(CC[C@@H]4[C@@]5(C)CC[C@H](OC(C)=O)C(C)(C)[C@@H]5CC[C@]43C)[C@@H]12 (some centres not stated) | -11*
COc1ccc(C(=O)/C=C/c2cn(-c3ccccc3)nc2-c2ccc(Cl)cc2)cc1 | 71
c1ccc(-c2n[nH]c3c2[C@H](c2ccccc2)N(c2ccccc2)OC3)cc1 | 95
CC1(C)C2CCC(CCOC(=O)COc3cc(Cl)c(Cl)cc3Cl)C1C2 (configuration not stated) | 119
COc1ccc(S(=O)(=O)O)cc1NS(=O)(=O)c1ccc(C)cc1 | 89
c1ccc(C2=Nn3c(nnc3-c3ccccc3)SC2)cc1 | 107
CCC(C(=N)N)(c1ccccc1)N(C)C (configuration not stated) | 92

# Further entries follow.
SMILES | HL-60(TB)
CCOC(=O)c1cc(C(=O)c2cc(OC)c(OC)c(OC)c2)n2ccccc12 | -25*
CCCCCCCCCN1CCCCC1 | 87
COc1ccc(C2=C/C(=C/c3ccc(Cl)cc3)C(=O)N2Cc2ccccc2)cc1 | 85
CC(C)(CO)CN1CCOCC1 | 88
COc1cc(-n2nc(C(=O)NCCCCCC(=O)NO)nc2-c2ccccc2)cc(OC)c1OC | 88
CCCCCOC(=O)Nc1nc(=O)n([C@@H]2O[C@H](C)[C@@H](OC(=O)CCC(=O)O[C@H]3CC[C@@]4(C)C(=CC[C@H]5[C@@H]6CC[C@H]([C@H](C)CCCC(C)C)[C@@]6(C)CC[C@@H]54)C3)[C@H]2O)cc1F | 90
NC(=O)c1cccc(Br)c1 | 95
COc1ccc(-c2cs/c(=N\N=C\c3cccc(F)c3)n2-c2ccccc2)cc1 | 49
CC(C)COC(=O)COc1ccccc1 | 124
CCCC(=O)OCc1ccccc1 | 111
COc1ccc(/C=C/C(=O)c2ccc(NC(=O)c3ccccc3OC(C)=O)cc2)cc1 | 108
COc1ccc(/C=C/c2nc3ccc(NC(C)=O)cc3s2)cc1 | 29
O=C1NOCC1N=Cc1cc(Cl)ccc1O (configuration not stated) | 86
COc1cc2cc3c(nc2cc1OC)CCN3Cc1ccc(NC(=O)Nc2cc(Cl)cc(Cl)c2)cc1 | 102
Cn1c(O)c(N=Nc2ccc(S(N)(=O)=O)cc2)c2ccccc21 | 94
O=c1c2cc(F)ccc2sc2c(NCc3ccccc3)nc3ccc(F)cc3c12 | 106
COc1cc2c(cc1OC)C1c3ccccc3NC(=O)N1CC2 (configuration not stated) | 100
CN(CCCNC(=O)CCOCCOCCOCCNC(=O)Cc1ccc2ccc3cccc4ccc1c2c34)CCCNc1cc(-c2ccc3ccccc3c2)nc2ccccc12 | -78*
CCOC(=O)c1nn(C2CCCCO2)c2ccc(NC(=O)CSc3nc(C)cc(C)n3)cc12 (configuration not stated) | 91
NNC(=O)CCCCl | 102
NS(=O)(=O)c1ccc(NC(=O)N=Nc2c(O)n(Cc3ccc(F)cc3)c3ccccc23)cc1 | 72
COc1ccccc1CNC(=O)CCn1c(=O)[nH]c2ccccc2c1=O | 108
O=C(COc1cccc(/C=C2\COc3ccc(Cl)cc3C2=O)c1)c1ccc(Cl)cc1 | 53
N#CC(c1ccccc1)C(Cc1ccccc1)c1ccccc1 (configuration not stated) | 64
O=S(Nc1ccccc1)c1ccc(-c2ccccc2)cc1 (configuration not stated) | 79
O=[N+]([O-])c1c(Cl)cc(Cl)cc1Cl | 112
CN(C)c1ccc(N2C(N)=NC(N)=NC2(C)C)cc1 | 98
Cc1ccc(S(=O)(=O)N/N=C/c2cccs2)cc1 | 102
CC(=O)NC1[C@H](OCCCNC(=O)C(F)(F)F)O[C@H](COC(C)=O)C(OC(C)=O)[C@@H]1OC(C)=O (some centres not stated) | 101
N#Cc1c(NC(=O)c2ccc(C(O)(C(F)(F)F)C(F)(F)F)cc2)sc2c1CCC(=O)C2 | -23*
N#Cc1c(-c2ccccc2)cc(-c2ccc(Nc3nc(Nc4ccc(F)cc4)nc(Nc4ccc(F)cc4)n3)cc2)nc1N | 14
CN1C(=O)CN(CCN2CC(=O)N(C)C(=O)C2)CC1=O | 105
C/C(=C(\c1ccc(OCCCN(C)C)cc1)c1ccc(OC(=O)C2CCCCC2)cc1)c1ccc(Cl)cc1 | 41
O=C1NC2(CC2)C(=O)N2CCCC[C@@H]12 | 91
COC(=O)C1C2CC3c4[nH]c5cc(OC)ccc5c4CCN3CC2CC(OC)C1OC (configuration not stated) | 125
O=C(N/N=C\c1cccc2ccccc12)C(=O)N/N=C/c1cccc2ccccc12 | 92
Cc1ccc(S(=O)(=O)N(C)CCCCCC(=O)O)cc1 | 93
COc1cncc(-c2ccc3ncnc(N4CCc5ccc(Cl)cc54)c3c2)n1 | 103
CN1C2=NCCN2C(=O)c2cc(Cl)ccc21 | 89
CCN(CC)CC(C)O (configuration not stated) | 62
FC(F)c1nc2ccccc2n1-c1nc(N2CCOCC2)nc(N2CCOCC2)n1 | 15
Cc1cc(C)n(-c2nc(-c3ccccc3)c(C#N)c(=O)n2C)n1 | 121
O=C(OCCn1c(=S)sc2ccccc21)c1ccccc1 | 64
COC(=O)CC1CSC(=S)N1c1ccc(F)c(F)c1 (configuration not stated) | 96
O=C1CC(c2ccccc2)N2C(=S)N(c3ccccc3)C(=O)C12 (configuration not stated) | 101
CCCCCCCCCCCCCCCCC(C(=O)OCC)C(=O)OCC | 92
COc1cc(C2CC(=O)Nc3c2c(C)nn3-c2nc3ccccc3[nH]2)cc(OC)c1OC (configuration not stated) | 108
CC(C)(C)c1cc(Br)c(O)c(Br)c1 | 102
COc1ccc(-c2cc(-c3ccc4c(c3)Sc3ccccc3N4C)c(C#N)c(N)n2)cc1OC | 98
CCCCCCCCCCCCN1C(C)=CS/C1=C\C=C\c1scc(C)[n+]1CCCCCCCCCCCC | -32*

# (next part)
SMILES | HL-60(TB)
O=C(O)COc1ccc(OCC(=O)O)cc1 | -1.8*
CCCCNC(=O)c1ccc(C(C)C)cc1 | 108
COc1ccc(/C=C2\Oc3cc(OCC(=O)c4ccc(C)cc4)ccc3C2=O)cc1OC | 101
Cn1c(C(=O)c2cccc3ccccc23)nc2ccccc21 | 3.9*
O=C(CSc1nc2ccccc2c(=O)n1-c1ccc(S(=O)(=O)Nc2ccc(Cl)nn2)cc1)Nc1ccc(S(=O)(=O)Nc2ccc(Cl)nn2)cc1 | 96
O=c1[nH]c(=O)n(C2CC(O)C(CO)O2)cc1I (configuration not stated) | 102
CC(=O)Nc1ccc(Br)c(NC(C)=O)n1 | 101
N#Cc1c(NC(=O)NCc2ccccc2)sc2c1CCCC2 | -5.0*
COc1cc(C2NC(c3cc(OC)c(OC)c(OC)c3)C(C#N)(C#N)C2(C#N)C#N)cc(OC)c1OC (configuration not stated) | 89
NNC(=O)NNC(N)=O | 108
NNC(=O)c1ccnc(Cl)c1 | 97
C[C@]12C=CC(=O)C[C@@H]1CC[C@@H]1[C@@H]2C(=O)C[C@]2(C)C(=O)CC[C@@H]12 | 100
COC(=O)[C@]12CC[C@@H](C)[C@H](C)[C@@H]1C1=CC[C@@H]3[C@@]4(C)C(C=O)=C[C@@](C)(COS(C)(=O)=O)[C@@H]4C(=O)C[C@@]3(C)[C@]1(C)CC2 | 31
NC(=S)Nc1ccc(Cl)cc1 | 89
Cc1cc(Cl)nc(N)n1 | 105&88
COc1cccc(-c2nn(-c3ccccc3)cc2-c2ccnc(N3CCOCC3)c2)c1 | 45
Cc1ccc(Nc2nc(N)c3ccccc3n2)cc1Cl | 78
O/N=C/c1ccccc1O | 96
NNC(=O)c1cccc(N)c1 | 89
COc1ccc(C#Cc2ccc(=O)oc2-c2cc(OC)c(OC)c(OC)c2)cc1O | 23
c1ccc2c(c1)Cc1c-2c2[nH]c3ccccc3c2c2[nH]c3ccccc3c12 | 103
O=c1[nH]c2ccccc2c2cc3ccccc3cc12 | 112
COC1CC(O)C(O)C(C)O1 (configuration not stated) | 109
CN(C)c1ccc2c(c1)Cc1cc(N=C3C=CC(=O)O3)ccc1-2 | 89
COC(=O)Cc1cc(O)cc2oc(-c3ccc4c(c3N)OCO4)cc(=O)c12 | 111
CCOC(=O)c1ccc2n1CCCc1cnc(Nc3ccccc3)nc1-2 | 95
COc1cc(-c2nc3ccc(-c4nnc(SCC(=O)Nc5ccc(C(=O)/C=C/c6ccc(Cl)cc6)cc5)o4)cc3[nH]2)cc(OC)c1OC | 93
CCOC(=O)n1cc(C2=C(c3cn(C)c4ccccc34)COC2=O)c2ccccc21 | -24*
CCN(CC)CCCOc1cc(N)ccc1C#N | 74
Cc1c(C(=O)NCc2ccccc2)[n+](=O)c2cc(F)ccc2n1[O-] | 189
O=C(CCCCC(=O)OCC1COCO1)OCC1COCO1 (configuration not stated) | 95
O=[N+]([O-])c1ccc(N=Nc2c(S(=O)(=O)O)cc3cc(S(=O)(=O)O)cc(O)c3c2O)cc1 | 112

# These rows are one share of the data (hit frequency here may not be typical).
